Screening results deposited in PubChem by several laboratories.
MBD2 inh = inhibitors of MBD2 binding to methylated DNA, primary screen, biochemical, TR-FRET, DNA-binding domain, human; Methyl-CpG-binding domain protein 2 (Homo sapiens), Q9UBB5; MBD2 binding to methylated oligonucleotide; inhibition, % at 4.4 µM; 370,000 tested, 0.31% active; in the data active = inhibition above about 13%
SIAE inh = human SIAE inhibitors, primary screen, biochemical, fluorescence polarization, FP-Rh probe, 1536-well HTS. Sialate O-acetylesterase (Homo sapiens), Q9HAT2. SIAE FP-Rh probe binding. inhibition, % at 9.66 µM. 370,000 tested, 0.69% active. AID 1053197, 2014;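 active = inhibition above a cutoff: mean of compounds within the control limits plus 3 SD of those, cut at about 17% in these data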;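 note: 0% = plate median of compound wells and 100% = probe without SIAE protein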
Target sequence (Q9HAT2 whole entry, looked up): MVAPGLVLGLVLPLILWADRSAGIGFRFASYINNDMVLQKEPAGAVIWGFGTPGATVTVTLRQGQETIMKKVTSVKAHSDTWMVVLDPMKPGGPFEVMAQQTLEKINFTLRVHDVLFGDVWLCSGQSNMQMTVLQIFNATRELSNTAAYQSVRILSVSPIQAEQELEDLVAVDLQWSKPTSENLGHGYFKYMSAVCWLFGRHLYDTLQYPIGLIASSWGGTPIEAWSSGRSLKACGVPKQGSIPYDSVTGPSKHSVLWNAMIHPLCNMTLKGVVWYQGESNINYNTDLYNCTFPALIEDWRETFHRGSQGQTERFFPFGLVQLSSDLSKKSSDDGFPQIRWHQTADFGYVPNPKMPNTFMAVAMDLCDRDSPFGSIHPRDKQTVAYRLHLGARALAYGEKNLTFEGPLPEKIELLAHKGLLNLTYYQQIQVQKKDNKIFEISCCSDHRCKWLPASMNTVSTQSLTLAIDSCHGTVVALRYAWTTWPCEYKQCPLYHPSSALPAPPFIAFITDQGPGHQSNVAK
PRMT1 FP inh = PRMT1 methyltransferase inhibitors, primary screen, biochemical, fluorescence polarization; recombinant PRMT1, activity-based probe fluorescence polarization; 370,000 tested, 1.3% active; Protein arginine N-methyltransferase 1 (Homo sapiens), Q99873; inhibition, % at 2.79 µM; AID 652257, 2013;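 active = inhibition above about 21% made by adding two undisclosed values, limit read from the data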
HTRA1 inh = HTRA1 serine protease inhibitors, primary screen, biochemical, fluorescence polarization, HTS; Q92743; recombinant HTRA1, FP-rhodamine activity-based probe; inhibition, % at 5.96 µM; 340,000 tested, 0.5% active; AID 504803, 2011; in the data active = inhibition above about 36%;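 note: 0% = enzyme with DMSO and 100% = wells lacking enzyme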
NPR1 activator = GC-A stimulated cGMP production enhancers – HEK293 GC-A cells, cGMP TR-FRET, EC30 ANP, primary screen. Atrial natriuretic peptide receptor 1 (Homo sapiens), P16066. 0% at EC30 ANP, 100% saturating ANP. activation, % at 10 µM. 370,000 tested, 0.14% active; in the data active = activation above about 40%
ABHD4 inh = ABHD4 inhibitors, primary screen, biochemical, fluorescence polarization, mouse. (Lyso)-N-acylphosphatidylethanolamine lipase (Mus musculus), Q8VD66. purified mABHD4, FP-Rh probe fluorescence polarization. inhibition, % at 8.92 µM. 370,000 tested, 0.54% active. AID 720543, 2013;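 active = inhibition exceeding the mean over every tested compound plus 3 SD, cut at about 30% in these data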;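 note: 0% = plate median of compound wells and 100% = S159A mutant with DMSO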
Target sequence (Q8VD66 whole entry, looked up): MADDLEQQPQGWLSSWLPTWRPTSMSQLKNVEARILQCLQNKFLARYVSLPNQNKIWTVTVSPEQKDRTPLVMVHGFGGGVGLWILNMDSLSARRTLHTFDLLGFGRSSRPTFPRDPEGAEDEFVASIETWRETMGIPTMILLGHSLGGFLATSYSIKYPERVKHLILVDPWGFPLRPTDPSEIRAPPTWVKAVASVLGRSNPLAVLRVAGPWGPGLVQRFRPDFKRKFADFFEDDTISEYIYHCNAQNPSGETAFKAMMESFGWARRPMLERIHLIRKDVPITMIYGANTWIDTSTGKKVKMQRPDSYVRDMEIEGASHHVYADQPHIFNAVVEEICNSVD
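assay system = mABHD4 protein | compound dosing = single nominal dose of 8.92 µM, 0.89% DMSO final | read-out basis = percent inhibition of probe binding, normalized to plate controls | schedule = Enzyme–compound pre-incubation 45 min, then probe 60 min, both 25 °C | detection = fluorescence polarization, excitation 525 nm, emission 598 nm, BODIPY TMR filters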
UHRF1 MBD2 ctr = UHRF1 methylated DNA binding inhibitors, primary screen, counter-screen for MBD2 inhibitor project, biochemical, TR-FRET, human UHRF1, single concentration; AID 687016, 2013; 370,000 tested, 0.75% active; E3 ubiquitin-protein ligase UHRF1 (Homo sapiens), Q96T88; UHRF1 binding to methylated oligo; inhibition, % at 4.4 µM; in the data active = inhibition above about 21%;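 note: UHRF1 SRA domain binding a hemimethylated CpG hairpin DNA probe; 0% = median of test compound wells and 100% = reference inhibitor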
rCAG binder = binders of r(CAG) RNA repeats, primary screen, biochemical, fluorescence | 370,000 tested, 1.3% active | inhibition, % at 3 µM | r(CAG) RNA repeat, TO-PRO-1 dye displacement fluorescence;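 active = inhibition above the plate cutoff, the mean of all test compounds on that plate plus 3 SD, cut at about 35% in these data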;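 note: 0% = DMSO alone and 100% = 100 µM mitoxantrone as full dye displacement; higher means more dye released from RNA so lower well fluorescence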
GC-B act = human GC-B receptor activators, primary screen, HEK293 GC-B cells, cGMP TR-FRET, EC30 CNP. 0% at EC30 CNP, 100% saturating CNP. activation, % at 10 µM. 370,000 tested, 0.11% active;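 active = activation at 10 µM reaching about 35% in either raw or pattern-adjusted values, limit read from the data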
TCR CD3 inh = inhibitors of human TCR-CD3 interaction, primary screen, biochemical, fluorescence, TAMRA-labeled TCR probe; inhibition, % at 9.4 µM; 360,000 tested, 0.37% active; AID 651800, 2012; in the data active = inhibition above about 19%;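 note: recombinant mutant TCR 2C K166C tagged with TAMRA read by polarization; 0% = receptor in buffer alone and 100% = receptor with positive control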
The depositor's hits bear a star; x = no result given.

SMILES	MBD2 inh	SIAE inh	PRMT1 FP inh	HTRA1 inh	NPR1 activator	ABHD4 inh	UHRF1 MBD2 ctr	rCAG binder	GC-B act	TCR CD3 inh
Nc1ccn([C@@H]2O[C@H](C(=O)N[C@H]3c4ccccc4C[C@H]3O)[C@@H](O)[C@H]2O)c(=O)n1	-6	3	-1	x	4	-4	-5	0	0	1
CCOC(=O)c1cnc2ccc(OCC)cc2c1N1CCN(C)CC1	-3	4	-2	-1	-1	0	-1	-6	-9	1
CCOC(=O)N1CCC(NC(=O)Cn2c3c(c(-c4ccccc4Cl)cc2=O)CCC3)CC1	2	0	1	-5	0	-2	-1	2	-2	3
Cc1ccccc1NC(=S)NCc1ccc2c(c1)cc(C)n2C	-1	11	8	0	0	16	-2	13	-2	6
COc1ccc(Cc2nc3ccc(C(=O)N4C[C@@H](C)O[C@@H](C)C4)cc3o2)cc1OC	-1	-1	-4	-9	3	-9	-1	0	3	-7
Cc1onc(-c2ccccc2Cl)c1C(=O)NC(C)c1ccccc1 (centres undefined)	2	-4	5	-7	-6	3	4	-3	-1	-8
Cc1ccc(-c2[nH][nH]c(=O)c(=O)c2N=Nc2ccccc2)cc1	-7	8	-3	-1	-4	6	-2	1	-3	-7
NC(=O)C1CCN(CC(=O)c2c[nH]c3ccc(F)cc23)CC1	-6	11	2	-5	1	-11	4	6	3	-2
COc1ccc(/C=N/N2C(=O)C3C4C=CC(C4)C3C2=O)cc1[N+](=O)[O-] (centres undefined)	0	4	3	8	-4	3	1	-2	-3	-5
COC(=O)[C@]12CCCCC=C1N(Cc1ccccc1)C(=O)[C@H](CC(=O)NCCc1ccccc1OC)C2	-1	-1	-4	x	2	5	-1	1	-1	2
CN1CCN(C(=O)c2ccc(Cl)c(S(=O)(=O)N3CCCCCC3)c2)CC1	5	-4	-7	-9	-4	5	2	-7	0	6
N#Cc1ccc(-c2ccc(Cl)cc2)nc1Oc1ccc(F)cc1	0	12	-1	-3	19	3	-1	0	14	-4
CCN1CCN(c2ccc(S(=O)(=O)N3CCCCC3)cc2NC(=O)COc2ccc(F)cc2Cl)CC1	-3	-6	0	-16	-2	12	1	-4	4	10
CCC(C)NS(=O)(=O)c1ccc(S(=O)(=O)N2CCCC3(CCCCC3)C2)cc1 (centres undefined)	4	-10	2	-45	-2	3	3	-2	0	0
Cc1ccccc1C(=O)OCC(=O)NCC1COc2ccccc2O1 (centres undefined)	0	8	-3	5	0	-2	0	-3	-4	9
COC(=O)C(NC(=O)CSc1nc(N)cc(=O)[nH]1)c1ccccc1 (centres undefined)	0	-3	3	5	-4	0	7	-2	-1	-4
COc1nnc(-c2ccc(C)c(S(=O)(=O)NCCO)c2)c2ccccc12	-2	-3	3	1	-1	13	4	5	0	-3
O=C(Cn1ncc2c([nH]c3ccccc32)c1=O)NCCc1ccccc1	-1	2	-6	0	-1	1	-1	-1	1	8
NC(=O)Cn1c2[n+](c3ccccc31)CC(O)CS2 (centres undefined)	8	-2	1	-2	10	-2	0	-1	2	-5
Cc1ccc(N(C(=O)c2ccc(S(=O)(=O)N(C)C)cc2)C2C=CS(=O)(=O)C2)cc1 (centres undefined)	-2	6	-2	0	1	4	0	-1	1	-4
COc1ccc(C(=O)OCCc2ccc(O)cc2)cc1	-4	-2	1	-3	1	-13	1	-3	-1	6
CCn1cc(C(=O)NCc2ccco2)c(=O)c2ccc(C)nc21	1	0	-3	13	0	0	1	-4	2	6
Fc1ccc(C2=CSC3=NCCN23)cc1	2	3	-1	1	-1	2	-3	-2	3	3
Cc1ccc(C)c(-n2c3nc(=O)[nH]c(=O)c-3cc3cc([N+](=O)[O-])ccc32)c1	-4	10	26*	29	-2	18	10	2	-1	-7

Part of the list above in a different format.
Values run as follows: MBD2 inh, SIAE inh, PRMT1 FP inh, HTRA1 inh, NPR1 activator, ABHD4 inh, UHRF1 MBD2 ctr, rCAG binder, GC-B act, TCR CD3 inh
- CCn1cc(C(=O)NCc2ccco2)c(=O)c2ccc(C)nc21
 : 1, 0, -3, 13, 0, 0, 1, -4, 2, 6
- NC(=O)Cn1c2[n+](c3ccccc31)CC(O)CS2 (centres undefined)
 : 8, -2, 1, -2, 10, -2, 0, -1, 2, -5

Next compounds
SMILES	MBD2 inh	SIAE inh	PRMT1 FP inh	HTRA1 inh	NPR1 activator	ABHD4 inh	UHRF1 MBD2 ctr	rCAG binder	GC-B act	TCR CD3 inh
COc1cccc(N2CC(C(=O)Nc3nnc(SCC(=O)N4CCCC4)s3)CC2=O)c1 (centres undefined)	-2	-4	8	0	-1	2	0	7	0	7
Cc1cc2cc(CN(CC3CCCO3)C(=S)NCc3ccco3)c(=O)[nH]c2cc1C (centres undefined)	-8	-4	-2	-12	-2	-4	-6	-3	1	3
O=C(Nc1ccccc1)C1=C(O)CC(c2ccc(Cl)cc2)N2CCN=C12 (centres undefined)	7	-1	1	-38	0	-4	1	4	-5	-3
Cc1cc(C(=O)Nc2cc(C)n(Cc3ccc(Cl)cc3)n2)no1	2	-8	1	-8	5	-1	1	-4	1	0
CCCn1c(C)cc(-c2csc(NC(=O)CCc3nc4ccccc4c(=O)[nH]3)n2)c1C	2	16	10	-4	0	2	3	25	2	2
Cc1cc(NC(=O)C23CCC(C)(C(=O)O2)C3(C)C)no1 (centres undefined)	1	8	0	6	2	-1	-1	-2	7	-4
CCOc1ccc(-n2c(C)nc3cc(C(=O)NCCCN4CCOCC4)ccc32)cc1	-5	-2	0	5	1	-7	-1	-7	-2	-9
CC(C)c1ccc(OC(=O)c2cccc(S(=O)(=O)N3CCN(C)CC3)c2)cc1	-1	-3	-1	-5	-4	-5	2	-6	3	2
COc1ccccc1NC(=O)CN(Cc1ccccc1)S(C)(=O)=O	-1	-2	-1	6	-2	5	-1	-4	0	0
CCN(CC(=O)NC1CCS(=O)(=O)C1)C(C)C(=O)Nc1ccc(F)cc1 (centres undefined)	-2	-1	-3	5	0	-1	1	0	-2	-3
CCCCN(CCCC)CCNC(=O)CN1C(=O)COc2ccc(S(=O)(=O)N3CCC(C)CC3)cc21	1	1	0	1	-2	4	7	-9	-7	-4
O=C(O)c1oc2ccc(Br)cc2c1-n1cccc1	1	-3	1	-4	-2	-11	0	6	4	-7
COc1ccc(S(=O)(=O)N2CCCCC2)cc1	2	1	1	5	0	8	-1	-1	4	15
COc1ccc(CNc2c(CO)cnc3c2cnn3C)cc1	0	2	4	3	6	10	1	-1	5	-2
CCn1c2ccccc2c2cc(NC(=O)c3ccccc3-c3ccccc3C(=O)O)ccc21	-5	7	1	-5	-3	28	-1	75*	2	6
O=C(O)c1ccc(COc2ccccc2[N+](=O)[O-])o1	0	-3	-1	-3	-1	4	2	1	5	0
CCC(=O)N1c2ccc(S(=O)(=O)N3CCN(C)CC3)cc2CC1C (centres undefined)	0	-4	-2	13	0	0	-1	-3	6	8
O=C(NCCc1ccccc1)c1ccc(Sc2ccccc2Cl)c([N+](=O)[O-])c1	1	5	-3	x	-2	-1	-5	4	1	x
O=C(N/N=C/c1c[nH]c2ccc(Br)cc12)C1CC1	-3	1	-1	-14	-1	2	-3	11	0	2
COc1ccc(Nc2oc(COc3ccccc3OC)nc2C#N)cc1	8	1	5	-2	8	-20	4	8	3	-9
CC(=O)Nc1ccc(-c2ccnc3c2CC(C(=O)NCc2cccc(Cl)c2)O3)cc1 (centres undefined)	-6	2	-3	x	-7	-3	0	-1	-8	-5
CCNc1ccc(S(=O)(=O)N(C)C)cc1NCC(=O)Nc1ccc(Br)cc1F	0	13	-1	6	-6	-2	-1	2	-6	3
O=C1OCCC1Sc1nnc(-c2ccccc2Br)n1Cc1ccccc1 (centres undefined)	6	-3	3	0	-15	3	0	-5	-4	6
COC(=O)c1ccc(S(=O)(=O)N(CCO)Cc2ccccc2)n1C	3	0	0	7	2	2	2	-3	1	-1
COc1cc2c(cc1OC)C(COc1ccc([N+](=O)[O-])cc1)NCC2 (centres undefined)	2	6	-3	-6	-1	1	-1	1	4	-1
CCCNc1nc(-c2ccccc2)c(C(=O)OCC)cc1C#N	0	3	0	-16	2	-6	3	-9	-14	-5
COc1ccc(CNCc2ccc3c(c2)OCO3)c(OC)c1OC	1	6	-3	3	-1	15	-1	-6	1	0
CCN1C(=O)c2cccc3c(NC(=O)C4CCCCC4)ccc1c23	-2	-9	3	6	2	-4	-3	-3	2	-2
O=S1(=O)CC(O)C(NCc2ccco2)C1 (centres undefined)	-1	0	-2	0	2	3	-1	-1	-2	0
CC(CCl)n1c(=O)c2ccccc2n1C(=O)c1ccccc1 (centres undefined)	5	6	7	x	-5	-4	0	2	0	-8
C=CC1(C)CN(Cc2ccco2)S(=O)(=O)c2c(F)cccc2O1 (centres undefined)	-5	8	5	-5	-3	7	-2	8	-3	-7
Cn1c(=O)c(-c2ccccc2[N+](=O)[O-])c(Cl)c2ccccc21	-1	12	0	-10	-4	4	1	-4	-5	-1
O=C1N[C@H](Cc2ccccc2)COC(=O)[C@H](Cc2ccc(F)cc2)CC/C=C/C[C@@H]1CC(=O)N(CCO)Cc1ccccc1	8	-6	1	-42	0	-19	4	8	0	-3
C#CCNC(=O)C1=C[C@@H](c2ccccc2)[C@H](CCCO)[C@@H](OCC)O1	8	-10	4	-2	-2	-18	3	4	2	2
COc1cccc(NC(=O)CN(C)CC(=O)Nc2ccc(C)c([N+](=O)[O-])c2)c1	-1	3	2	-5	-3	3	2	-9	-4	3
CC(=O)N/C(=C\c1ccccc1)C(=O)OCC(=O)N(C)C1CCCCC1	-1	5	-1	5	0	6	-1	-3	-2	7
CCn1nc(NS(=O)(=O)c2ccc([N+](=O)[O-])cc2)c2cc3ccccc3nc21	-8	5	0	2	-4	9	0	22	2	-6
CCOC(=O)CNC(=O)N1CCCC(C(=O)c2ccc3c(c2)OCO3)C1 (centres undefined)	3	-2	-1	-6	2	3	0	-3	-4	-1
CCCc1nc2ccccc2c(=O)n1/N=C/c1c(C)[nH]n(-c2ccc(C)cc2)c1=O	-7	3	1	5	1	12	-8	4	-2	7
COc1ccc(N(CC(=O)NCc2ccc(F)cc2)C(=O)CCC(=O)Nc2nccs2)cc1	-4	-7	-9	1	-3	-1	0	2	-4	-4
CC(C)(C)c1ccc(C(=O)N/C(=C/c2cccs2)C(=O)NCc2ccco2)cc1	-1	2	-2	-19	3	-9	-3	2	1	3
C[C@@H](O)[C@@H]1NC(=O)c2cc([N+](=O)[O-])cc(I)c2NCC[C@@H](C(N)=O)NC(=O)CNC1=O	3	3	1	x	0	1	2	4	0	-5

Not all compounds are listed; the hit share may differ from the screen's.
